# Tcruzi prolif: T. cruzi intracellular proliferation inhibitors, primary screen, cell-based, beta-gal Tulahuen parasites, NIH3T3 host, luminescence; T. cruzi beta-gal in NIH3T3, GalScreen luminescence, 90 h; AID 624255, 2012; actives 5.9% (n = 77,000); inhibition, % at 8.34 µM;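 active = mean inhibition above about 93%, with at least 55% of replicates each passing it, limit read from the data, passing the limit was not always enough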
# Pf Dd2 inh: P. falciparum Dd2 growth inhibitors, primary screen, SYBR Green fluorescence, single dose replicates; 72 h; stronger effect = lower value; activity change, % at 10 µM; actives 2.3% (n = 94,000); AID 1159554, 2015; in the data active = activity change below about -80%
# C diff growth: C. difficile growth inhibitors, primary screen, HTS | Clostridium difficile clinical isolate growth, OD600, 24 h; stronger effect = lower value | growth activity, negative = inhibition, % at 16 µg/mL (by protocol) | actives 0.25% (n = 86,000) | AID 1259249, 2017;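 active = mean growth activity at or below -80% and every replicate also at or below -80%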;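 also: 0% = DMSO wells and -100% = levofloxacin 16 µg/mL wells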
# GASC1 inh: inhibitors of GASC-1 (KDM4C) histone demethylase, primary screen, biochemical, single concentration HTS. Lysine-specific demethylase 4C (Homo sapiens), Q9H3R0. GST-KDM4C 2-372, H3K9me3 peptide, LANCE TR-FRET. inhibition, % at 12.5 µM. actives 0.15% (n = 96,000). AID 720574, 2013;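 active = mean replicate inhibition above about 25%, with at least 55% of replicates also reaching it, limit read from the data, passing the limit was not always enough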
# Target sequence (Q9H3R0 2-372 limits assumed): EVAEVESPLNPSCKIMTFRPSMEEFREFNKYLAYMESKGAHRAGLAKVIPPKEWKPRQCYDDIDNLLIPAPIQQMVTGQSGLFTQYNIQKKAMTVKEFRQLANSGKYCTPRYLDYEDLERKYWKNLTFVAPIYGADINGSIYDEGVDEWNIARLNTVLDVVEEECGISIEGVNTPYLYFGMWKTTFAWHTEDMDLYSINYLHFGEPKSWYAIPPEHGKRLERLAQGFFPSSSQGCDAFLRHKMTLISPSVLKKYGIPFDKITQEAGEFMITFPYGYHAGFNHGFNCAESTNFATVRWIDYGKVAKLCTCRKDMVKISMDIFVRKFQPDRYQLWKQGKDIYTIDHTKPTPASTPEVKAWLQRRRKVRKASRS
#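 Test system – GST-tagged GASC-1 (JMJD2C) catalytic fragment, aa 2-372 · Medium – HEPES buffer, pH 7.5, plus ascorbate · Reagent – H3K9me3 peptide with Fe(II)/2OG · Compound – one test concentration per compound · Timing – 30 min reaction, 60 min detection, RT · Technique – TR-FRET with Eu antibody and ULight streptavidin, EDTA stop · Read-out basis – inhibition from TR-FRET ratio decrease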
# * = called active by the depositor; nt = no result given; & = joins results of further samples.
# Below each compound – Tcruzi prolif	Pf Dd2 inh	C diff growth	GASC1 inh
> O=C(C[C@H]1CC[C@@H]2[C@H](COC[C@H](O)CN2CC2CCCC2)O1)NCc1ccc(Cl)cc1
    nt	-47	-7	3.2
> CCS(=O)(=O)N[C@@H]1C=C[C@H](CC(=O)NC2Cc3ccccc3C2)O[C@H]1CO
    -5	-2	nt	4.1
> C[C@H](CO)N1C[C@H](C)[C@H](CN(C)C(=O)Nc2cc(F)ccc2F)Oc2cc(C#CC3CCCC3)ccc2S1(=O)=O
    nt	-39	8	-1.0
> COc1ccc(S(=O)(=O)N2CC[C@@H]3[C@@H](CO)Nc4ccc(-c5ccccc5F)cc4[C@@H]32)cc1
    37	-6	-6	-2.0
> OC[C@@H]1Nc2ccc(C#Cc3ccc(F)cc3)cc2[C@H]2[C@@H]1CCN2Cc1nccs1
    104*	-30	nt	1.6
> O=C(CN1CCOCC1)N1[C@H](CO)[C@@H]2c3ccccc3NC[C@@H]21
    29	0	7	1.7
> CCS(=O)(=O)N1Cc2cc(C(=O)NCC3CC3)nc(-c3cccc(-c4cccnc4)c3)c2[C@H]1CCO
    nt	-39	15	1.6
> COc1ccc(NC(=O)Nc2ccc3c(c2)C(=O)N([C@@H](C)CO)C[C@@H](C)[C@@H](CN(C)Cc2ccncc2)OCCCC[C@H](C)O3)cc1
    88	-54	5	1.9
> C[C@H](CO)N1C[C@H](C)[C@H](CN(C)C(=O)NC2CCCC2)Oc2ncc(-c3cccnc3)cc2C1=O
    93	27	1	0.2
> CNC[C@@H]1Oc2ccc(NC(=O)CCC(F)(F)F)cc2C(=O)N([C@H](C)CO)C[C@@H]1C
    25	24	-4	1.1
> OC[C@@H]1[C@@H](c2ccc(C#Cc3ccccc3F)cc2)[C@H]2CN(CC3CCOCC3)CCCCN12
    88	-68	3	0.0
> O=C(C[C@H]1C[C@H]2c3cc(NC(=O)CC4CC4)ccc3O[C@H]2[C@@H](CO)O1)NCc1ccccc1
    8	22	nt	-3.0
> C[C@@H]1CN([C@@H](C)CO)C(=O)CCCn2nncc2CO[C@@H]1CN(C)C
    15	0	2	0.6
> O=C(C[C@@H]1CC[C@H]2[C@@H](COC[C@H](O)CN2C(=O)Nc2ccc(F)cc2)O1)NCCCN1CCOCC1
    -92	5	5&-1	0.1
> CC(C)(C)[S@](=O)N1Cc2cc(C(=O)NC3CCCCC3)nc(-c3cccc(Br)c3)c2[C@@H]1CCO
    57	nt	0	1.0
> C[C@@H](O)C#Cc1ccc2c(c1)O[C@H](CN(C)C(=O)CC1CC1)[C@@H](C)CN([C@@H](C)CO)S2(=O)=O
    -3	nt	-4	nt
> O=C(C[C@@H]1C[C@H]2c3cc(NC(=O)C4CCC4)ccc3O[C@H]2[C@@H](CO)O1)NCCN1CCCCC1
    -3	29	nt	1.3
> Cc1ccccc1-c1cnc2c(c1)C(=O)N([C@H](C)CO)C[C@H](C)[C@H](CN(C)CC1CCOCC1)O2
    44	23	3	0.5
> COCC(=O)Nc1ccc2c(c1)[C@H]1C[C@H](CC(=O)N3CCN(C)CC3)O[C@@H](CO)[C@H]1O2
    -2	21	-1	-0.5
> CS(=O)(=O)Nc1ccc2c(c1)[C@@H]1C[C@@H](CC(=O)O)O[C@H](CO)[C@@H]1O2
    nt	1	1	1.7

# Reformatted: entries from further up.
Compound	Tcruzi prolif	Pf Dd2 inh	C diff growth	GASC1 inh
O=C(C[C@@H]1C[C@H]2c3cc(NC(=O)C4CCC4)ccc3O[C@H]2[C@@H](CO)O1)NCCN1CCCCC1	-3	29	nt	1.3
Cc1ccccc1-c1cnc2c(c1)C(=O)N([C@H](C)CO)C[C@H](C)[C@H](CN(C)CC1CCOCC1)O2	44	23	3	0.5
COCC(=O)Nc1ccc2c(c1)[C@H]1C[C@H](CC(=O)N3CCN(C)CC3)O[C@@H](CO)[C@H]1O2	-2	21	-1	-0.5

# (continued)
# Below each compound – Tcruzi prolif	Pf Dd2 inh	C diff growth	GASC1 inh
> COCC(=O)N1CC2(C1)CN(Cc1cccc(F)c1)[C@@H](CO)c1c2c2ccc(OC)cc2n1C
    nt	-67	17	0.7
> CO[C@H]1CN(C)C(=O)c2ccc(NC(=O)C3CC3)cc2OC[C@@H](C)N(Cc2cncnc2)C[C@@H]1C
    -7	nt	nt	-0.4
> C[C@@H]1CCCCO[C@@H](CN(C)C(=O)Nc2ccc(C(F)(F)F)cc2)[C@H](C)CN([C@H](C)CO)C(=O)c2cc(NC(=O)c3ccccc3)ccc2O1
    95	-57	-10	-0.2
> C[C@H](CO)N1C[C@H](C)[C@H](CN(C)C)OCCCC[C@H](C)Oc2ccc(NS(=O)(=O)c3ccc(Cl)cc3)cc2C1=O
    44	-9	5	0.7
> CN(C)CC(=O)N[C@H]1C=C[C@@H](CC(=O)NCc2ccccc2F)O[C@@H]1CO
    -35	3	-2	-0.1
> C[C@H]1CN([C@@H](C)CO)C(=O)c2cccc(NC(=O)Nc3ccc4c(c3)OCO4)c2O[C@H]1CN(C)C
    nt	12	-5	2.0
> CO[C@@H]1CN(C)C(=O)c2cc(NS(C)(=O)=O)ccc2OC[C@H](C)N(C(=O)C2CCCCC2)C[C@H]1C
    -10	nt	nt	0.1
> COc1ccc(NC(=O)N[C@@H]2CC[C@@H](CCNS(=O)(=O)c3cccc(Cl)c3)O[C@@H]2CO)cc1
    nt	-31	-3	0.3
> Cc1noc(C)c1S(=O)(=O)Nc1ccc2c(c1)C(=O)N([C@@H](C)CO)C[C@H](C)[C@@H](CN(C)CC1CC1)O2
    84	-34	2	-0.4
> C[C@H](CO)N1C[C@H](C)[C@@H](CN(C)C(=O)Cc2ccccc2)Oc2ncc(-c3ccccc3)cc2C1=O
    -71	-27	3	-0.1
> C[C@H]1CN([C@@H](C)CO)C(=O)c2cc(NC(=O)C3CCCCC3)ccc2O[C@H]1CN(C)C(=O)Nc1cccc2ccccc12
    58	-5	-6	1.4
> OC[C@H]1[C@H](c2ccc(-c3ccccc3F)cc2)[C@H]2CN(Cc3cccnc3)CCCCN21
    72	14	-1	-0.3
> C[C@@H](O)C#Cc1ccc([C@H]2[C@@H](CO)N3CCCCN(S(=O)(=O)c4ccccc4)C[C@@H]23)cc1
    59	-53	1	0.9
> O=C(C[C@H]1C[C@@H]2c3cc(NS(=O)(=O)c4ccc(F)cc4)ccc3O[C@@H]2[C@@H](CO)O1)NCc1ccccc1
    -8	-36	nt	-1.6
> Cc1ccccc1S(=O)(=O)N1CC[C@H]2[C@H](CO)Nc3ccc(C#Cc4ccccc4)cc3[C@H]21
    55	-58	-1	-1.5
> C[C@H](CO)N1C[C@H](C)[C@H](CN(C)Cc2ccncc2)Oc2cc(C3=CCCCC3)ccc2S1(=O)=O
    116*	-73	12	-0.3
> C[C@H]1CN([C@@H](C)CO)C(=O)CCCn2nncc2CO[C@H]1CN(C)C(=O)c1ccncc1
    -9&-3	1&-11	2&-1	0.3
> COc1ccc(NC(=O)N(C)C[C@@H]2Oc3ccc(NC(=O)Nc4ccc5c(c4)OCO5)cc3CC(=O)N([C@H](C)CO)C[C@H]2C)cc1
    10	9	-8	1.8
> C[C@H]1CN([C@@H](C)CO)C(=O)c2cc(C3=CCCCC3)cnc2O[C@H]1CN(C)C(=O)Cc1ccncc1
    nt	-19	-1	0.7
> COCc1cn(CC[C@H]2CC[C@@H](NC(=O)Nc3ccccc3)[C@H](CO)O2)nn1
    -74	1	4	0.6
> CCNC(=O)Nc1ccc2c(c1)C(=O)N(C)[C@H]1CC[C@@H](CC(=O)NCCN3CCCC3)O[C@@H]1CO2
    -1	9	-1	1.1
> C[C@@H]1CCCCO[C@@H](CN(C)C(=O)c2ccncc2)[C@@H](C)CN([C@H](C)CO)C(=O)c2cc(N(C)C)ccc2O1
    -30	nt	nt	1.9
> CCCN1[C@@H]2Cn3c(ccc(-c4ccccc4)c3=O)[C@H]1[C@@H](C(=O)NCCCN1CCOCC1)[C@@H]2CO
    37	10	-2	-1.9
> Cc1noc(C)c1S(=O)(=O)N(C)C[C@H]1Oc2ccc(NC(=O)NC(C)C)cc2CC(=O)N([C@H](C)CO)C[C@@H]1C
    14	-6	-4	-0.3
> C[C@@H]1CCCCO[C@H](CN(C)S(=O)(=O)c2cccs2)[C@H](C)CN([C@H](C)CO)C(=O)c2cc(NC(=O)C3CCCCC3)ccc2O1
    22	-68	-4	-0.3
> CC(C)NC(=O)Nc1cccc2c1O[C@@H](CN(C)S(=O)(=O)c1ccccc1)[C@@H](C)CN([C@@H](C)CO)C2=O
    28	-7	-3	1.1
> C[C@@H]1CN([C@H](C)CO)C(=O)c2cccc(NS(=O)(=O)c3ccc(F)cc3)c2O[C@@H]1CN(C)Cc1ccc(C(F)(F)F)cc1
    83	-10	-1	-0.3
> CC(C)c1cn(CC[C@@H]2CC[C@H](NS(=O)(=O)c3ccccc3)[C@@H](CO)O2)nn1
    13	8	43	2.5
> C/C=C/c1ccc2c(c1)O[C@H](CN(C)Cc1cncnc1)[C@H](C)CN([C@@H](C)CO)S2(=O)=O
    nt	12	7	-0.4
> CN1CCN(C(=O)C[C@@H]2CC[C@H]3[C@H](COc4ccc(NC(=O)c5cscn5)cc4C(=O)N3C)O2)CC1
    -4	21	-2	2.5
> C[C@H](CO)N1C[C@H](C)[C@H](CN(C)C(=O)Nc2ccc(C(F)(F)F)cc2)Oc2ccc(NC(=O)CCN3CCOCC3)cc2CC1=O
    24	14	0	-2.8
> CC(C)CC#Cc1cnc2c(c1)C(=O)N([C@H](C)CO)C[C@@H](C)[C@@H](CN(C)Cc1ccccc1)O2
    nt	-16	5	0.1
> Cc1ccc(-c2cnc3c(c2)C(=O)N([C@@H](C)CO)C[C@@H](C)[C@@H](CN(C)C(=O)Cc2cccnc2)O3)cc1
    -82	2	-1	0.6
> O=C(c1cccc(F)c1)N1CCCCN2[C@@H](CO)[C@H](c3ccc(-c4ccncc4)cc3)[C@@H]2C1
    109*	-64	-8	1.1
> Cc1noc(C)c1S(=O)(=O)Nc1cccc2c1O[C@H](CN(C)Cc1ccc(C(=O)O)cc1)[C@@H](C)CN([C@@H](C)CO)C2=O
    -43	16	4	0.0
> COc1ccccc1-c1ccc([C@@H]2[C@@H](C#N)N(C(=O)C3CCC3)[C@@H]2CO)cc1
    98*	11	-1	-1.3
> CCC(=O)N1C[C@@H](C)[C@@H](OC)CN(C)C(=O)c2ccc(NC(=O)c3ccc(F)cc3)cc2OC[C@@H]1C
    15	-37	-5	1.2
> COc1ccccc1C(=O)Nc1ccc2c(c1)C(=O)N(C)C[C@H](OC)[C@@H](C)CN(C)[C@@H](C)CO2
    18	11	0	-0.9
> COc1ccc(S(=O)(=O)N(C)C[C@H]2Oc3c(NC(=O)c4ccc(-c5nccs5)cc4)cccc3C(=O)N([C@@H](C)CO)C[C@H]2C)cc1
    10	-26	-13	0.3
> O=C(c1ccc2c(c1)OCO2)N1C[C@@H]2N[C@H](C1)C2c1ccc(-c2ccccc2F)cc1 (stereo partly specified)
    nt	0&-52	-6&31	1.0&-2.0
> C/C=C/c1ccc([C@@H]2[C@@H](CO)N(C(=O)CN(C)C)C23CN(C(=O)C2CCCC2)C3)cc1
    nt	3	7	0.2
> N#C[C@H]1[C@@H](c2ccccc2-c2ccccc2)[C@H](CO)N1C(=O)Cc1ccccc1
    nt	-9	-5	nt
> O=C(C[C@@H]1C=C[C@@H](NS(=O)(=O)c2ccccc2)[C@@H](CO)O1)N1CCc2ccccc2C1
    40	-9	-4	-0.2
> N#C[C@@H]1[C@H](c2ccc(C#CC3CCCCC3)cc2)[C@@H](CO)N1C(=O)c1cccc(F)c1
    91	-32	-3	-1.1
> C[C@@H]1CCCCO[C@H](CN(C)C(=O)NC2CCCCC2)[C@@H](C)CN([C@H](C)CO)C(=O)c2cc(NC(=O)C3CCCCC3)ccc2O1
    77	-39	1	-0.6
> COc1ccc2c3c(n(C)c2c1)[C@H](CO)N(S(=O)(=O)c1ccc(C)cc1)CC31CCN(C(=O)c2ccccn2)CC1
    nt	-67	4	-1.2

# Complete entries from above. Order of screens: Tcruzi prolif	Pf Dd2 inh	C diff growth	GASC1 inh
# `COc1ccc2c3c(n(C)c2c1)[C@H](CO)N(S(=O)(=O)c1ccc(C)cc1)CC31CCN(C(=O)c2ccccn2)CC1` reads nt	-67	4	-1.2
# `C/C=C/c1ccc([C@@H]2[C@@H](CO)N(C(=O)CN(C)C)C23CN(C(=O)C2CCCC2)C3)cc1` reads nt	3	7	0.2
# `C[C@@H]1CCCCO[C@H](CN(C)C(=O)NC2CCCCC2)[C@@H](C)CN([C@H](C)CO)C(=O)c2cc(NC(=O)C3CCCCC3)ccc2O1` reads 77	-39	1	-0.6
